Screening data as filed in PubChem.
RORg inh – ROR gamma (mouse) transcription inhibition; P51450; Drosophila S2 Gal4-RORgamma UAS-luciferase reporter, 20 h; Potency, µM (series often up to 53.6 µM), without a hit: at the highest dose activity change, negative = inhibition, usual class: inhibitors; 5.4% of 310,000 active; note: potency is the fitted concentration of half-maximal effect; % is set by controls: 0 for no effect and ±100 for the full control effect; nearly all actives have a fitted effect of over 60% in size
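In this cell-based reporter format, copper sulfate (700 uM final) drives Gal4–ROR gamma fusion expression from a metallothionein promoter in Drosophila Schneider cells; compounds preincubated 1 hr, reporter read after 20 hr at ambient temperature.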
FLuc modulator – inhibits or activates purified firefly luciferase, miR-21 counter-screen; P08659; purified FLuc, Km substrates, luminescence inhibition; Potency, µM (doses to about 57.5 µM), inactives show at the top dose activity change, negative = inhibition, hits mostly inhibitors; 6.9% of 360,000 active; AID 588342;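 note: potency is the fitted concentration of half-maximal effect; plate controls were vehicle for no effect and reference inhibitor for full effect; nearly all actives have a fitted effect of over 55% in size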
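Purified P. pyralis luciferase, 10 nM final, with Km-level 10 uM D-luciferin and 10 uM ATP in 50 mM Tris acetate pH 7.5, 10 mM Mg acetate, 0.01% Tween-20, 0.05% BSA; 6-point qHTS titration about 60 µM downward; luminescence read.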
NPC1 prom act – activates the NPC1 promoter. Potency, µM (highest dose often 9.22 µM), inactives show top-dose activation, usual class: activators. Huh7 NPC1 promoter luciferase reporter, 24 h. 2.4% of 320,000 active;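 note: potency is the fitted concentration of half-maximal effect; % of control where 0% means no effect; nearly all actives have a fitted effect of over 60% in size; reporter is driven by a mutant NPC1 promoter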
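Huh7 reporter cells (NPC1 promoter driving luciferase) are dosed with compound for 24 h at 37 °C, 5% CO2; luciferase detection reagent is then added and luminescence measured after 10 min at ambient temperature.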
Rab9 prom act – Rab9 promoter activation. Huh7 Rab9 promoter-luciferase reporter, luminescence, 24 h. Potency, µM (doses to about 9.22 µM), for inactives: at the top dose activation, negative = inhibition, most hits filed as activators. 2.8% of 320,000 active. AID 485297; note: potency is the fitted concentration of half-maximal effect; % of control where 0% means no effect; nearly all actives have a fitted effect of over 60% in size
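Rab9 promoter-driven luciferase in stably transfected Huh7 cells; 1500 cells/well rested 2 h, exposed to compound in DMSO for 24 h at 37 °C, 5% CO2. Luminescence read 10 min after adding luciferase reagent at ambient temperature.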
KCNH2 3.1 block – inhibitors of human KCNH2 3.1 potassium channel isoform. U2OS KCNH2 3.1, thallium flux FluxOr; active compounds read low. activity change, % (tested at about 1.8 µM). 0.95% of 340,000 active. AID 720553;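 active = maximum activity change below -70%; inconclusive = maximum activity change from -70% to -50%; inactive = maximum activity change above -50%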;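 note: thallium influx rate constant from kinetic fluorescence after stimulation buffer; % is set by controls: 0 for no effect and ±100 for the full control effect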
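Virally transduced U2OS (3.1 isoform, 4 h infection in dark at RT) → overnight 37 C → FluxOr + Red40 in HBSS/HEPES, 45 min → stimulation buffer, 2 min kinetic read → rate constant vs DMSO controls.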
Mito fusion act – blocks mitochondrial division or promotes mitochondrial fusion; Potency, µM (top dose mostly 46.1 µM), inactives show top-dose growth rescue (activation), usual class: activators; S. cerevisiae fusion-defective mutant growth rescue, CellTiterGlo 48 h; 0.23% of 320,000 active;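 note: potency is the fitted concentration of half-maximal effect; % of control where 0% means no effect; nearly all actives have a fitted effect of over 45% in size; temperature-sensitive fusion mutants such as fzo1-1 at 37 °C on non-fermentable ethanol glycerol medium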
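Luminescent cell viability in 1536-well qHTS format served as the measure of rescued growth in ts fusion-mutant S. cerevisiae cultured on non-fermentable YPEG for 48 hours at 37C.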
Gal4-VP16 FLuc – Gal4-VP16 reporter inhibition counter-screen; Drosophila S2 Gal4-VP16 UAS-luciferase, luminescence, 20 h; Potency, µM (top dose mostly 53.6 µM), for inactives: at the top dose activity, negative = inhibition, most hits filed as inhibitors; 3.5% of 310,000 active; AID 2546;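 note: Gal4-VP16 expression switched on by copper sulfate through the metallothionein promoter; potency is the fitted concentration of half-maximal effect; % is set by controls: 0 for no effect and ±100 for the full control effect; nearly all actives have a fitted effect of over 50% in size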
Menin MLL FP TR – displaces Texas Red mutant MLL peptide from human menin | O00255 | Menin + Texas Red MLL mutant peptide, fluorescence polarization | Potency, µM (series often up to 61.6 µM), for the others: at the top dose FP activity change, negative = inhibition, hits mostly inhibitors | 0.23% of 270,000 active | AID 1768; active = well fitted inhibition curve with a large enough effect in the polarisation, with a control signal flat, not every such curve was filed as active; inconclusive = small, poorly fitted or top-dose-only effect, or effect the other way, or a change in a side signal; inactive = no such curve, though single readings can be large or run the other way; the % refers to the polarisation; note: potency is the fitted concentration of half-maximal effect; % of control where 0% means no effect; many of its hits are not listed in these tables
Target sequence (O00255 whole entry, looked up): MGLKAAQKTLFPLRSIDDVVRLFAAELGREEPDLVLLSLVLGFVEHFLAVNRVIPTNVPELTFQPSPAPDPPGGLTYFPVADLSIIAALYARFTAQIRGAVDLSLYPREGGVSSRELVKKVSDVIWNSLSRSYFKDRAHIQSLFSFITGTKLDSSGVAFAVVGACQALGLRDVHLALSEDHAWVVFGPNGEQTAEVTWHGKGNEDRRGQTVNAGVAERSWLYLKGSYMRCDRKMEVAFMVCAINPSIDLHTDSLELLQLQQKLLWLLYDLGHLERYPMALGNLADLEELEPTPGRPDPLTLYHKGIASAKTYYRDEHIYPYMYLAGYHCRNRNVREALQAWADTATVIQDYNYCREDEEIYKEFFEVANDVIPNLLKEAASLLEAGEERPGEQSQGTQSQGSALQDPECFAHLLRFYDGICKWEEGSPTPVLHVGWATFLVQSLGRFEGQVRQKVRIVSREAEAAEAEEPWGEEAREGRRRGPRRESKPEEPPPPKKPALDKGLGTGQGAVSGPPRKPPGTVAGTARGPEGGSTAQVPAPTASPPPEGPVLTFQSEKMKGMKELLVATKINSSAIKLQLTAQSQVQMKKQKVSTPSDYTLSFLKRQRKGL
MBNL1-CUG inh – inhibitors of human MBNL1 binding to CUG repeat RNA. 0.036% of 280,000 active. Potency, µM (highest dose often 57.5 µM), inactives show top-dose activity change, negative = inhibition, hits mostly inhibitors. TR-FRET MBNL1-His/biotin-(CUG)12 binding, 665/545 ratio. AID 2675; active = well fitted inhibition curve with a large enough effect in the signal ratio, with a control signal flat, not every such curve was filed as active; inconclusive = small, poorly fitted or top-dose-only effect, or effect the other way, or a change in a side signal; inactive = no such curve, though single readings can be large or run the other way; the % refers to the signal ratio; note: potency is the fitted concentration of half-maximal effect; % is set by controls: 0 for no effect and ±100 for the full control effect
Target sequence (Q9NR56 whole entry, looked up): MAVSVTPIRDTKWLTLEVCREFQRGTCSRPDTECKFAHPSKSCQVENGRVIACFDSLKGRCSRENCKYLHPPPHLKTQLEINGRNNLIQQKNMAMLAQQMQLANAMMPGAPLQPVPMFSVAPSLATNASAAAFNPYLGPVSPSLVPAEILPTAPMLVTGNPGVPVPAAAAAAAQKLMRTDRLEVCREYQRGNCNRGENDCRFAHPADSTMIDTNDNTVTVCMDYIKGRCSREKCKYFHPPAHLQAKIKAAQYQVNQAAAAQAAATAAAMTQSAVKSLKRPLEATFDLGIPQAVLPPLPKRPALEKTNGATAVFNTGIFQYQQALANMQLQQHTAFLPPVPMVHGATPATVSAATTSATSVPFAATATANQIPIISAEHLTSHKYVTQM
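TR-FRET between His-tagged MBNL1 and biotin-(CUG)12 RNA, detected with Tb anti-His antibody (0.055 ng/ul) and streptavidin-XL665 (5 nM), 60 min at room temperature. Compounds titrated 92 nM to 58 uM; 665/545 nm ratio normalized to buffer and complex controls.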
PKM2 act – activators of human pyruvate kinase M2. purified PKM2, Kinase-Glo ATP luminescence, activation; response scale: 0% is enzyme alone, no compound. Potency, µM (highest dose often 57.5 µM), for inactives: at the top dose activation, most hits filed as activators. 0.34% of 260,000 active. AID 1631; note: potency is the fitted concentration of half-maximal effect; % is set by controls: 0 for no effect and ±100 for the full control effect; nearly all actives have a fitted effect of over 55% in size
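hPK-M2, >95% pure; 0.1 mM ADP / 0.5 mM PEP final; imidazole pH7.2 buffer w/ 7 mM MgCl2, 50 mM KCl; 1 h RT; Kinase-Glo lum. Intermediate enzyme activity for dual inhibitor/activator qHTS.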
ELG1 DNA repair – ELG1-dependent DNA repair inhibition. HEK293T ELG1-luciferase reporter, luminescence, 16 h; DNA damage induced by 5-fluorouridine. Potency, µM (doses to about 46.1 µM), inactives show at the top dose activity change, negative = inhibition, most hits filed as inhibitors. 2.3% of 330,000 active. AID 504467; note: potency is the fitted concentration of half-maximal effect; % is set by controls: 0 for no effect and ±100 for the full control effect; nearly all actives have a fitted effect of over 55% in size
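5-Fluorouridine DNA damage + compound/DMSO, 2,000 cells/well, 16 h, 37 °C/5% CO2. ONE-Glo, 30 min RT, luminescence. Readout = decrease in reporter signal.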
Active calls of the source: *; u = inconclusive; x = no result given; [ ] = another dose, or the depositor's remark. Unless noted, calls come from the whole dose curve; as a rule, active = well fitted curve in the direction sought with a large enough effect; inconclusive = small, poorly fitted or top-dose-only effect, or another doubt; inactive = no such curve, though single readings can be large; an effect the other way counts as inactive or inconclusive. The list is partial; rates above refer to the full screens.

SMILES,Menin MLL FP TR,MBNL1-CUG inh,KCNH2 3.1 block,PKM2 act,Rab9 prom act,RORg inh,ELG1 DNA repair,Mito fusion act,FLuc modulator,NPC1 prom act,Gal4-VP16 FLuc
COc1ccc(-c2cc(C(=O)Nc3cccnc3Cl)no2)cc1,-2%,-2%,-8,-5%,u,-24%,-1%,-2%,-19%,-1%,10%
O=C(Nc1ccc2oc(-c3cccnc3)nc2c1)c1cccnc1,-4%,395%[activator],-1,-1%,17%,-3%,0%,-2%,u,12%,-1%
Cc1ccc(S(=O)(=O)N2C(=O)CCC2C(=O)O/N=C(\N)c2ccc([N+](=O)[O-])cc2)cc1 (stereo unspecified),x,u,1,-2%,1%,-22%,-12%,-2%,5%,-5%,u
Cc1nn(-c2ccc(Cl)cc2)c2[nH]c(CCl)cc(=O)c12,u,2%,5,0%,1%,14%,14%,-18%,5%,0%,-12%
Cc1cc(C)n(CC(O)COc2ccc(C(C)(C)C)cc2)n1 (stereo unspecified),x,2%,18,x,-5%,-14%,14%,-9%,-8%,-1%,3%
COc1ccc(/C=C/C(=O)OCC(=O)NCc2cccs2)cc1OC,9%,33%[activator],1,0%,1%,11%,-13%,-3%,1%,-4%,2%
Cn1c(N)c(S(=O)(=O)N2CCN(c3cccc(Cl)c3)CC2)c(=O)n(C)c1=O,10%,-1%,3,0%,3%,-5%,-3%,1%,0%,1%,-4%
N/C(=N\OC(=O)CCCc1ccccc1)c1ccccn1,-12%,1%,2,-13%,0%,-4%,u,0%,2.1µM*,5%,10%
CC[C@H]1c2[nH]c3ccccc3c2C[C@H]2C(=O)N(c3ccc(F)cc3)C(=O)N21,x,x,-4,x,-3%,x,7.3µM*,11%,-1%,-4%,x
CCOc1ccc(C2/C(=C(\O)c3ccc4c(c3)OCCO4)C(=O)C(=O)N2CCCN2CCOCC2)cc1OC (stereo unspecified),x,7%,15,x,-1%,-8%,16%,5%,2%,-4%,4%
CCS(=O)(=O)Nc1ccc(C2=NN(C(=O)c3ccco3)C(c3cccs3)C2)cc1 (stereo unspecified),x,17%,x,u,6%,u,0%,4%,-3%,0%,9%
COc1ccccc1NC(=O)CSc1nc2sc3c(c2c(=O)n1-c1ccccc1)CCN(C)C3,1%,308%[activator],2,-1%[0.46 µM],4%,20%,u,6%,-19%,-1%,2%

New compounds follow
SMILES,Menin MLL FP TR,MBNL1-CUG inh,KCNH2 3.1 block,PKM2 act,Rab9 prom act,RORg inh,ELG1 DNA repair,Mito fusion act,FLuc modulator,NPC1 prom act,Gal4-VP16 FLuc
CCc1cc2c(=O)c(-c3nc4ccccc4[nH]3)coc2cc1OC(=O)N1CCOCC1,15%,7%,9,-3%,3%,-33%,20%,4%,u,2%,2%
CN(c1ccc(O)cc1)c1nc(-c2cccnc2)cs1,11%,u,-5,0%,2%,x,u,-10%,4.8µM*,u,x
COC(=O)c1cn(-c2ccc(Cl)cc2)c(=O)c2ccccc12,-5%,2%,-3,-4%,-1%,22%,-18%,10%,-2%,0%,1%
COc1ccc(OCc2cc(C(=O)NC(C)Cc3cccnc3)no2)c(Cl)c1 (stereo unspecified),x,0%,-5,x,2%,u,11%,-2%,13µM*,15%,-1%
Fc1ccc(OCc2nn3cnnc3s2)cc1,4%,5%,9,13%,0%,6%,-3%,0%,2%,-1%,1%
CCN(CC)CCCN1C=C2C(=O)C(C)(OC(=O)C3CCCC3)C(=O)C(c3ccccc3)=C2C=C1CCCC(=O)OC (stereo unspecified),-1%[11.7 µM],u,x,2%[11.5 µM],0%,-17%,3%,1%,-2%,-4%,-2%
COc1cc2c(cc1OC)CN(C(=O)CNC(=O)c1ccc(OC(F)F)cc1)CC2,x,-2%,x,x,3%,-17%,-2%,4%,-1%,3%,-7%
CCCCc1ccc(NC(=O)Nc2cccnc2)cc1,u,-22%,19,-3%,u,42%,u,5%,6µM*,u,5%
O=C(CC12CC3CC(CC(C3)C1)C2)N1CCOCC1,24%,2%,0,0%,12%,-2%,9%,1%,0%,0%,-19%
COc1cccc(CN2CCNC(=O)C2CC(=O)NCCn2nc(C)cc2C)c1OC (stereo unspecified),x,-9%,-11,4%,-3%,21%,3%,6%,0%,0%,-7%
O=C(O)Cn1nc(C(F)(F)F)c2c1CCCC2,1%,-10%,5,-7%,2%,7%,8%,-1%,-19%,0%,4%
Cc1ccc(N=C2NC(=O)C(CO)(CO)S2)cc1,1%,-4%,7,-2%,2%,-4%,6%,3%,-2%,-4%,9%

(further entries)
SMILES,Menin MLL FP TR,MBNL1-CUG inh,KCNH2 3.1 block,PKM2 act,Rab9 prom act,RORg inh,ELG1 DNA repair,Mito fusion act,FLuc modulator,NPC1 prom act,Gal4-VP16 FLuc
CC1Cc2cc(/C(O)=C3/C(=O)C(=O)N(CCCn4ccnc4)C3c3cccc([N+](=O)[O-])c3)ccc2O1 (stereo unspecified),2%,9%,-1,x,1%,-24%,u,0%,0%,-1%,-2%
CCOC(=O)N1CCN(c2ncnc3scc(-c4ccccc4)c23)CC1,1%,14%,2,x,-6%[1.84 µM],22%,u,5%,-1%,-3%,4%
CCOC(=O)CSc1nc2c(c(=O)[nH]c(=O)n2C)n1C/C=C(/C)Cl,7%,-4%,2,3%,23%,-2%,-8%,-2%,0%,4%,-1%
CCCCn1nnc(NC(=O)c2ccco2)n1,-1%,10%,7,-4%,u,-22%,u,-3%,-15%,26%,-1%[0.365 µM]
COc1ccc(OC)c(NC(=O)CSC2=C(C#N)C(c3ccco3)C3=C(CCCC3=O)N2)c1 (stereo unspecified),19%,5%,-14,-6%,-4%,5%,u,-2%,-2%,-4%,6%
CCNc1nc(NCC)nc(OCCOC(=O)c2ccccc2)n1,0%,0%,-9,14µM*,-2%,0%[10 µM],2%,-1%,3%,1%,u
CCOC(=O)C1=C(CN2CCN(C(=O)c3ccco3)CC2)NC(=O)NC1c1ccc(Cl)cc1 (stereo unspecified),-20%,-9%,4,2%,0%,11%,3%,0%,-1%,-1%,18%
COc1cc(C(=O)Nc2cccc(C)c2C)c(Br)c(OC)c1OC,-6%,0%,3,-13%,-10%,40%,-12%,9%,-2%,-5%,-2%
Cc1nnc(NC(=O)C2CCN(S(=O)(=O)c3ccc(F)c(Cl)c3)CC2)o1,x,x,4,x,0%,x,1%,-8%,u,-3%,x
CC(C)CCN(CCC(C)C)C(=O)Cc1c(O)c2ccccc2[nH]c1=O,x,-1%,-14,-2%,-5%,-18%,0%,0%,1%,-1%,-2%
Nc1cc(C(=O)c2ccccc2)ccc1[N+](=O)[O-],-10%,u,2,7%,-4%,-5%,8%,8%,1%,-2%,6%
COc1ccc(CN2CC(C(=O)NCCCOC(C)C)CC2=O)cc1 (stereo unspecified),-3%,-8%,-9,-6%,-2%,-6%,2%,2%,1%,0%,-3%

Next section.
SMILES,Menin MLL FP TR,MBNL1-CUG inh,KCNH2 3.1 block,PKM2 act,Rab9 prom act,RORg inh,ELG1 DNA repair,Mito fusion act,FLuc modulator,NPC1 prom act,Gal4-VP16 FLuc
Cn1c(=O)cc(C(=O)N/N=C/c2ccc(Cl)cc2)[nH]c1=O,x,21%,11,1%,-5%,-34%,2%,-2%,12µM*,-3%,-5%
Cc1ccccc1COCCN1CCN(S(=O)(=O)c2ccccc2)CCC1=O,x,-4%,-17,3%,-5%,-6%,-3%,8%,1%,-4%,-1%
O=C(CN1C(=O)NC2(CCCCC2)C1=O)Nc1cc(C(F)(F)F)ccc1N1CCOCC1,x,x,12,x,-6%,x,-25%,-6%,0%,1%,x
CC(=O)Nc1cnn(Cc2ccc(Br)cc2)c1,12%,6%,14,-3%,1%,4%[0.365 µM],0%,-4%,3%,1%,x
COc1ccc(/C=C/C(=O)O)cc1COc1cccc(C)c1,-1%,-3%,-6,-9%,-1%,-19%,-3%,27%,-24%,-5%,3%
CCOC(=O)N1CCC(N2C(=O)c3ccc(C(=O)NCc4ccco4)cc3C2=O)CC1,-3%,u,5,2%,-1%,10%,-4%,-2%,0%,-3%,-1%
